High-throughput results (PubChem)
rTrxR1 inhibitor: inhibitors of rat thioredoxin reductase 1; recombinant rTrxR1, NADPH fluorescence consumption, selenite substrate; Potency, µM (doses to about 114 µM), without a hit: top-dose activity change, negative = inhibition, usual class: inhibitors; actives 1% (n = 390,000); also: % is scaled to controls: 0 for no effect and ±100 for the full control effect; nearly all actives have a fitted effect of over 65% in size
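Rat TrxR1 (90 nM in the dispensed reagent) was pre-reduced with 400 uM NADPH for 5 min at room temperature, then incubated with compound for 15 min. After 400 uM selenite was added, NADPH fluorescence (Ex 340/Em 450 nm) was followed for 8 min.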
RGS4 inh: human RGS4 inhibition; P49798; Transcreener GDP fluorescence polarization, RGS4-accelerated GTP hydrolysis; Potency, µM (titrated, usually from 114 µM), for the others: at the highest dose activity change, negative = inhibition, usual class: inhibitors; actives 0.039% (n = 390,000); also: % is scaled to controls: 0 for no effect and ±100 for the full control effect; nearly all actives have a fitted effect of over 75% in size; some results filed as inactive show a strong effect at the top dose
Target sequence (P49798 whole entry, looked up): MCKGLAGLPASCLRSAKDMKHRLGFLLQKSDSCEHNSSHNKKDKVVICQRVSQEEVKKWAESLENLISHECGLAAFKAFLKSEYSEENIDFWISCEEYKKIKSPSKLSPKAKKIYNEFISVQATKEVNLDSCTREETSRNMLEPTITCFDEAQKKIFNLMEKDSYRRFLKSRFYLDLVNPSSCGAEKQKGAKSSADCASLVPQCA
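MLSMR compounds (23 nl, pin-transferred) preincubated 10 min at room temperature with a 500nM (2x) first reagent, then RGS4 at 900nM (2x) plus Transcreener GDP mix added; fluorescence polarization (620/688 nm) read before and after 90 min at 30 °C.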
RXFP1 agonist: RXFP1 (human) receptor agonism; Q9HBX9; HEK293T-RXFP1 cAMP TR-FRET, 30 min; response scale: percent of porcine relaxin response, buffer zero; Potency, µM (top dose mostly 57.5 µM), inactives show top-dose activation, most hits filed as activators; actives 0.3% (n = 370,000); also: % is scaled to controls: 0 for no effect and ±100 for the full control effect; nearly all actives have a fitted effect of over 60% in size; many of its hits are not listed in these tables
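HEK293 cells stably expressing RXFP1, treated 30 min at 37C with compounds plus PDE4 inhibitor Ro 20174; cAMP measured by HTRF TR-FRET. Normalized to buffer and 29 nM porcine relaxin; EC50 by Hill fit.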
Vif-APOBEC3F blk: blocks the Vif interaction with APOBEC3F; HeLa A3F-eYFP + Vif (tagged APOBEC3F with the HIV-1 protein that degrades it), YFP fluorescence increase; Potency, µM (doses to about 46.1 µM), without a hit: at the top dose activity, negative = active; actives 0.2% (n = 390,000); also: % of control where 0% means no effect; nearly all actives have a fitted effect of over 65% in size
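Fluorescence increase (Ex 488/Em 500-530) after overnight compound treatment at 37 deg C flags inhibition of Vif-driven A3F-eYFP loss in stable HeLa A3F-eYFP/Vif cells seeded overnight beforehand.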
ALOX12 inh: blocks human arachidonate 12S-lipoxygenase; P18054; purified 12hLO, xylenol orange hydroperoxide absorbance; Potency, µM (doses to about 108 µM), without a hit: at the highest dose activity change, negative = inhibition, usual class: inhibitors; actives 1.1% (n = 580,000); also: % is scaled to controls: 0 for no effect and ±100 for the full control effect
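Hydroperoxide product was detected by ferrous iron/xylenol orange as the 573 to 405 nm absorbance ratio. Arachidonic acid at 40 uM (final) was turned over for 30 min at room temperature by 150 nM human 12hLO, pH 7.0 Hepes buffer, after 15 min compound preincubation.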
Vif-A3G inh: Vif-A3G binding inhibition. HeLa A3G-eYFP + Vif (tagged APOBEC3G with the HIV-1 protein that degrades it), YFP fluorescence, overnight. Potency, µM (doses to about 46.1 µM), without a hit: at the highest dose activity, negative = active, most hits filed as inhibitors. actives 0.076% (n = 410,000);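 also: % is scaled to controls: 0 for no effect and ±100 for the full control effect; nearly all actives have a fitted effect of over 60% in size; hits raise eYFP signal because A3G escapes Vif-driven loss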
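Read-out is eYFP fluorescence (Ex 488/Em 500-530) from Vif-expressing HeLa A3G-eYFP cells; more signal means A3G escaped Vif-mediated degradation. Cells plated overnight, compound pinned in, incubated overnight at 37 deg C.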
TrxR1 substrate: rat thioredoxin reductase 1 substrate activity; O89049; purified TrxR1 substrate turnover, NADPH consumption readout; Potency, µM (top dose mostly 114 µM), without a hit: at the top dose activity change, negative = substrate turnover; actives 0.01% (n = 390,000); AID 588456; also: % is scaled to controls: 0 for no effect and ±100 for the full control effect; nearly all actives have a fitted effect of over 50% in size
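Rat TrxR1, dispensed at 90 nM, was prereduced with 400 uM NADPH (final) for 5 min at ~22 deg C, then incubated with compound 15 min before 400 uM selenite. A first-read NADPH fluorescence drop versus no-compound background flagged substrates.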
IDH1 R132H inh: inhibitors of human mutant IDH1 R132H | Potency, µM (top dose mostly 76.6 µM), inactives show at the highest dose activity change, negative = inhibition, actives largely listed as inhibitors | O75874 | IDH1-R132H enzyme, NADPH consumption, diaphorase/resazurin fluorescence | actives 0.093% (n = 390,000); also: % is scaled to controls: 0 for no effect and ±100 for the full control effect; nearly all actives have a fitted effect of over 65% in size
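IDH1-R132H (0.5 ug/mL dispensed) in pH 7.5 Tris buffer was preincubated 30 min with compound, then given a substrate mix of 0.016 mM NADPH and 2 mM alpha-KG for 80 min at room temperature; remaining NADPH was read by diaphorase/resazurin fluorescence.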
USP1 inh: blocks the human USP1/UAF1 deubiquitinase complex. O94782. recombinant USP1/UAF1, Ub-Rhodamine cleavage fluorescence. Potency, µM (doses to about 57.1 µM), for the others: at the highest dose activity change, negative = inhibition, usual class: inhibitors. actives 0.23% (n = 390,000). AID 743255; also: % is scaled to controls: 0 for no effect and ±100 for the full control effect; nearly all actives have a fitted effect of over 60% in size; inactives centre near -12
Target sequence (O94782 whole entry, looked up): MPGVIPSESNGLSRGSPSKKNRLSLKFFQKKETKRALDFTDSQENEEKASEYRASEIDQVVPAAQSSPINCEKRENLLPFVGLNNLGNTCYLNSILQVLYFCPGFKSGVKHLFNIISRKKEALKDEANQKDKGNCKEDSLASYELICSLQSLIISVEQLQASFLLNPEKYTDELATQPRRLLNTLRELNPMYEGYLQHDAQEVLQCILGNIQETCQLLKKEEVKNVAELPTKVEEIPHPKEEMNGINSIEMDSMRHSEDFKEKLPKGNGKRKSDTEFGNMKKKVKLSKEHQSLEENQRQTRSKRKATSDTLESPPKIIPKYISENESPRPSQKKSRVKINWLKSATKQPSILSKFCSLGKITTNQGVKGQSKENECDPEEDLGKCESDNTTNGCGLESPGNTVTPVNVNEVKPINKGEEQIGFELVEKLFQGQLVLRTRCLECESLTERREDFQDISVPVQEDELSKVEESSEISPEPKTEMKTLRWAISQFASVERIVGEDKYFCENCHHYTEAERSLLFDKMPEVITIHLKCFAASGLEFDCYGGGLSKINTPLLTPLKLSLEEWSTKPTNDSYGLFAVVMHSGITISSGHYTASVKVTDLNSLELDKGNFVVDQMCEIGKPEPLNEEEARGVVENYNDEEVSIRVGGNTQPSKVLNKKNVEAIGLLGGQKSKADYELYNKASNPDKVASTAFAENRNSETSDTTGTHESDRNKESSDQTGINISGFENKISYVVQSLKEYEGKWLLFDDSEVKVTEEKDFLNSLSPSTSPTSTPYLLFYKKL
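USP1/UAF1 complex (1 nM) preincubated 15 min at room temperature with compound, then Ub-Rho substrate (150 nM final) added. Kinetic fluorescence at 480/540 nm over 6 reads at 60 s intervals; 50 mM HEPES pH 7.8, 0.5 mM EDTA, 0.1 mg/ml BSA, 1 mM TCEP, 0.01% Tween-20.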
Starred values were filed as active, the others as inactive; ? = inconclusive; nt = no result given; & = joins results of further samples; [ ] = dose if it differs, or a comment. Calls follow the shape of the dose curve; as a rule, active = well fitted curve in the direction sought with a large enough effect; inconclusive = small, poorly fitted or top-dose-only effect, or another doubt; inactive = no such curve, though single readings can be large; an effect the other way counts as inactive or inconclusive. Potency is read from the fitted curve at half-maximal effect. A portion of the library (hit frequency here may not be typical).

smiles,rTrxR1 inhibitor,RGS4 inh,RXFP1 agonist,Vif-APOBEC3F blk,ALOX12 inh,Vif-A3G inh,TrxR1 substrate,IDH1 R132H inh,USP1 inh
O=C1CC2OCC=C3CN4CCC56c7cc([N+](=O)[O-])ccc7N1C5C2C3CC46 (stereo unspecified),15%,-30%,1.9%,1%,-29%,-1%,-4%,1%,-21%
CC(CC(C)(C)N1CC1)=NNC(=O)Nc1cccc2ccccc12,?,-40%,nt,11%,?,-7%,33%[activator],2%,-18%
COc1ccc(-[n+]2c(-c3ccccc3)cc(-c3ccc(C)cc3)cc2-c2ccccc2)cc1,3%,-9%[56.9 µM],0.5%,5%,0%,2%,-3%,-2%,-19%
O=[N+]([O-])c1ccc(OP(=O)(O)Oc2ccc([N+](=O)[O-])cc2)cc1,-9%[2.29 µM],-1%,nt,-4%,-19%,4%,-7%[2.29 µM],-1%,3%
CC1(C)C(C(=O)NN2C(=O)c3ccccc3C2=O)C1(C)C,-2%,-5%,1.6%,0%,-3%,-1%,-6%,12%,-10%
O=c1c2ccccc2[nH]c(=S)n1-c1cccc(C(F)(F)F)c1,nt,nt,nt,-8%,-5%,-5%,nt,-6%,-28%
O=C(Nc1cccc(C(F)(F)F)c1)OC1CN2CCC1CC2 (stereo unspecified),1%,31%,2.1%,-3%,nt,1%,-4%,3%,-2%
O=C1C2CCCN2C(c2ccccc2)N1c1ccccn1 (stereo unspecified),10%,5%,3.3%,2%,-28%,0%,-1%,-1%,-12%
O=[N+]([O-])[N-][n+]1cnn(Cc2ccccc2)c1,-1%,21%,3.0%,7%,0%,-6%,-5%,-10%,7%
COc1ccc(C(C)=O)cc1CN1CC=C(c2ccccc2)CC1,-3%,-3%,3.3%,-5%,nt,0%,-2%,1%,-23%
Cc1sc2ncnc(N3CCC(C(=O)Nc4ccc(C#N)c(Cl)c4)CC3)c2c1C,24%,-22%,7.8%,2%,?,0%,8%,-3%,-22%
Cc1cccc(-c2nc3ccccc3c(=O)n2-n2cccc2)c1,11%,17%,-1.2%,-1%,-2%,-6%,1%,2%,-8%
COc1cccc(NC(=O)Cn2cc(C(=O)c3ccccc3)c3ccccc32)c1,12%,-8%,0.9%,-6%,0%,-2%,3%,7%,-1%
Cc1ccc(-n2c(-c3nn(C)c(C)c3Cl)n[nH]c2=S)cc1,40µM*,-6%[11.4 µM],9.2%,-11%,32µM*,-6%,-11%,3%,-26%
O=C1C=C2C=C[C@H]3C[C@]2(O1)[C@@H]1CCCCN13,14%,7%,0.6%,2%,?,-17%,3%,23%,-10%
O=C1Nc2ccccc2/C1=C/c1nc2ccccc2c(=O)n1-c1ccc(O)cc1,-1%,-28%,1.0%,0%,-5%,-12%,-6%,14%,-4%
O=c1c2ccccc2nc(Cc2ccccc2)n1-c1ccccc1O,29%,3%,-0.5%,-12%,9%,-1%,6%,4%,-20%
Brc1c(Br)c(Br)c2n[nH]nc2c1Br,15%&22%[57.1 µM],?,nt,nt,0%,nt,14%[57.1 µM],nt,nt
O=S(=O)(c1ccccc1)N1CC1c1ccccc1 (stereo unspecified),1%,?,-0.8%,-9%,-6%,-5%,1%,8%,-16%
CN=C1CN(O)C(c2ccccc2)c2cc(Cl)ccc2N1 (stereo unspecified),24%,10%,nt,?,-10%,3%,0%,-6%,11%
COP(=O)(OC)C1(O)C(=O)Nc2ccc(Br)cc21 (stereo unspecified),-68%,-37%,-0.5%,-6%,-1%,0%,-5%[57.1 µM],-1%,-10%
O=C1NC(=S)N(c2ccc(Cl)cc2)C(=O)/C1=C/N1CCN(C(=O)c2ccco2)CC1,-25%,-50%,1.6%,1%,?,1%,-4%,-2%,-28%
O=C(c1cccs1)N1C2CCC1CC(O)(c1cccnc1)C2 (stereo unspecified),-11%,0%[11.4 µM],0.7%,8%,0%,2%,-9%,-8%,3%
CCN(CC)c1ccc(N=Cc2c(O)n(-c3cc(OC)ccc3OC)c(=O)[nH]c2=O)cc1,-5%,-37%,3.9%,nt,245%[activator],-11%,-10%,4%,?
COc1cccc(C2C([N+](=O)[O-])=C(N)Oc3c2c(=O)oc2ccccc32)c1 (stereo unspecified),?,-14%,1.4%,-2%,?,-1%,-2%[57.1 µM],1%,-6%
CN1CCc2nc3ccc(F)cc3c(C(N)=O)c2C1,-3%,10%,0.3%,-4%,?,2%,15%[57.1 µM],0%,-7%
O=C(O)C1(c2ccc(Cl)cc2)CCC1,-6%,-34%,1.7%,-4%,0%,1%,-6%,-3%,-12%
Cc1ccc2c(=O)n(-c3cccc(Cl)c3)c(=O)[nH]c2c1,-2%,0%,1.6%,0%,-24%,-8%,0%,?,-14%
O=P(NC(c1ccccc1)c1ccccc1)(Oc1ccccc1)Oc1ccccc1,-18%,11%,0.6%,-18%,-1%,-8%,-13%,-2%,-5%
C[C@]12CCC3C(C(=O)C[C@H]4C[C@@H](O)CC[C@]34C)C1CCC2=O (stereo partly specified),-10%[2.29 µM],32%,nt,-1%,7%,1%,-4%[2.29 µM],-9%,?
COc1ccc(CC(=O)N2CCN(C)CC2)cc1OC,5%[57.1 µM],2%,2.1%,0%,-11%,-9%,-7%,0%,-3%
CCOc1ccc(-c2cc(C(=O)N3CCN(c4cccc(C(F)(F)F)c4)CC3)c3ccccc3n2)cc1,20%[57.1 µM],9%,1.6%,-5%,5%,?,8%[57.1 µM],6%,-1%
CN(C)c1ccc(C=C2C(=O)NC(=S)NC2=O)cc1,4µM*,?,nt,-8%,?,-18%&-7%,-10%&-10%,-4%,-25%
Cc1cc(N(C)C)ccc1N=Nc1ccc(N)cc1,9%[57.1 µM],-22%,nt,-7%,50%[activator],2%,3%[57.1 µM],6%,-19%
C[N+](C)(C)CCOP(=O)([O-])OC[C@H](O)CO,7%,-15%,3.3%,9%,11%,3%,-2%,18%,2%
COC(=O)C1=C(c2cccc(OC)c2OC)C[C@@H]2CC[C@H]1N2C,21%,0%,1.9%,7%,-1%,6%,9%,4%,-25%
c1ccc2c(c1)-c1cccc3cccc-2c13,37%,15%,4.9%,-3%,2%,-2%,40%[activator][57.1 µM],11%,-22%
C[C@]12CCC3C(CC[C@@H]4C[C@@H](O)CC[C@]34C)C1CC[C@@H]2O (stereo partly specified),2%,-14%,nt,3%,-4%,0%,-1%,2%,-21%
CCC(COC(=O)c1cc(OC)c(OC)c(OC)c1)(c1ccccc1)N(C)C (stereo unspecified),25%&9%&13%,13%&5%&6%,2.0%&0.2%,-19%&11%&6%,-7%&5%,-2%&2%&1%,1%&3%&3%,10%&1%&-2%,-26%&-18%&-26%
CN(C)/C=c1\sc2c(C#N)cc(C(=O)c3ccc(Br)cc3)n2c1=O,2%[11.4 µM],-10%[11.4 µM],0.0%,-1%,-17%,0%,10%[57.1 µM],6%,134%[activator]
O=c1c2ccccc2nc(N2CCCC2)n1-c1ccc(Cl)cc1,15%[57.1 µM],9%,-0.1%,-10%,-6%,-6%,20%[57.1 µM],7%,-12%
O=C(C1CC(=O)N(c2ccc(F)c(Cl)c2)C1)N1CCC2(CC1)OCCO2 (stereo unspecified),21%,-10%,4.9%,-6%,-3%,0%,3%,-3%,14%
O=C1CCN(C(=O)CCCn2c(=O)oc3ccccc32)CC1,8%,-19%,0.4%,-22%,11%,1%,4%[57.1 µM],2%,80%[activator]
CC(=O)NC(Cc1ccc(N(CCCl)CCCl)cc1)C(=O)O (stereo unspecified),32µM*,-9%,2.2%,-3%,-16%,4%,9%[57.1 µM],6%,-11%
Fc1ccccc1N1CCN(Cc2c(F)cccc2F)CC1,25%,0%,-0.9%,-15%,?,2%,14%,3%,-11%
CN(C)CCOC(=O)c1cn(Cc2ccccc2)c2ccccc12,19%[57.1 µM],-20%,2.9%,5%,?,-5%,6%[57.1 µM],2%,-6%
O=C(Cc1ccccc1)N1CCN(Cc2ccccn2)CC1,0%,?,-1.4%,1%,?,2%,6%,-2%,-17%
CCC1(C)CN(S(=O)(=O)OCC(Cl)(Cl)Cl)C(=O)N1 (stereo unspecified),20%,-2%,-0.1%,-3%,-12%,-2%,5%,-14%,?
